IL1B secr inh: qHTS for Inhibitors of Inflammasome Signaling: IL-1-beta AlphaLISA Primary Screen; 360,000 compounds, 4.7% hits; THP-1 LPS/ATP IL-1B secretion, AlphaLISA, 16 h; hits give low values; activity change, % at 57.5 µM; in the data active = activity change below about -50%; inconclusive = mostly about -30% to -49%; also: % is scaled to controls: 0 for no effect and ±100 for the full control effect
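THP-1 cells pretreated 1 hr with compounds (up to 57.5 uM final), then stimulated with LPS (250 ng/mL final) plus ATP (1.25 mM final); secreted IL-1B measured by AlphaLISA after 16 hr, decreased signal indicating inhibition.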
HT1080 IDH1KD tx: qHTS for induction of synthetic lethality in tumor cells producing 2HG: qHTS for the HT-1080-IDH1KD cell line | Potency, µM (titrated, usually from 46.1 µM), for inactives: top-dose activity, negative = toxicity, actives largely listed as cytotoxic | AID 686971, 2013 | HT-1080 IDH1 knockdown viability, ATP luminescence, 48 h | 360,000 compounds, 2% hits;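 also: potency is read from the fitted curve at half-maximal effect; 0% = DMSO wells and -100% = cell-free medium wells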
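Cytotoxicity counter-line: IDH1KD HT-1080, 48 h, CellTiter-Glo. Curves classed by r2, magnitude and activity.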
SW480 rereplic: A quantitative high throughput screen for small molecules that induce DNA re-replication in SW480 colon adenocarcinoma cells; Potency, µM (doses to about 46.1 µM), for inactives: at the top dose re-replication activation, usual class: activators; SW480 DNA re-replication, Hoechst DNA content imaging, 48 h; 340,000 compounds, 1.8% hits; AID 624297, 2012; also: potency is read from the fitted curve at half-maximal effect; % of control where 0% means no effect; nearly all actives have a fitted effect of over 55% in size
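Image-based read-out: total Hoechst fluorescence of nuclei (405 nm excitation, 500-530 nm emission), with hits raising the fraction of high-intensity nuclei. SW480 colon cells incubated 48 hr with compounds at 37 C.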
GLP-1R agonist: qHTS of GLP-1 Receptor Agonists; Glucagon-like peptide 1 receptor (Homo sapiens), P43220; HEK293 GLP-1R CRE-luciferase, luminescence, 4-6 h; cells express a hypersensitive GLP-1R form; Potency, µM (top dose mostly 45.6 µM), for inactives: top-dose activation, usual class: activators; 380,000 compounds, 0.007% hits; AID 624172, 2012; also: potency is read from the fitted curve at half-maximal effect; % of control where 0% means no effect
Target sequence (P43220 whole entry, looked up): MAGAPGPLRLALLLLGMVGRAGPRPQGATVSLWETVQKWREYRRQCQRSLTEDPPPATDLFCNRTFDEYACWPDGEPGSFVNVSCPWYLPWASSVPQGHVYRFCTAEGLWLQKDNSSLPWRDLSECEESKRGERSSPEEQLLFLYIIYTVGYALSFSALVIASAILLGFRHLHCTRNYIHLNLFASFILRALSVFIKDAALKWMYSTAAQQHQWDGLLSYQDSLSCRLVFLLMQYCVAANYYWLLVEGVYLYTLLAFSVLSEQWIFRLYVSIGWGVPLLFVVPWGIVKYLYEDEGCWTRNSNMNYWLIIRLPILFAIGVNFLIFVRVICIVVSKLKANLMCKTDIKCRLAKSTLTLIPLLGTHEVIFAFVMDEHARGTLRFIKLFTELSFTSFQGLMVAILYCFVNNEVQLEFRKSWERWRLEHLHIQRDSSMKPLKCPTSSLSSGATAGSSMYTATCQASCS
KB-V1 MDR tox: qHTS assay for MDR1-selective chemotherapeutics: Primary screen using the drug-selected MDR subline cells KB-V1; KB-V1 MDR cells viability, CellTiter-Glo, 72 h; Potency, µM (highest dose often 46.1 µM), without a hit: at the top dose activity change, negative = cytotoxicity, usual class: cytotoxic; 400,000 compounds, 3.4% hits; AID 1347076, 2019; also: potency is read from the fitted curve at half-maximal effect; % is scaled to controls: 0 for no effect and ±100 for the full control effect; nearly all actives have a fitted effect of over 60% in size
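Following 72 h at 37 degrees C with compound, KB-V1 cell viability was read by CellTiter-Glo luminescence, medium being phenol-red-free DMEM plus 10% FBS; concentration-response parameters came from normalized, curve-fitted qHTS data.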
KB-3-1 cytotox: qHTS assay for MDR1-selective chemotherapeutics: Primary screen using the parental adenocarcinoma cell KB-3-1. KB-3-1 viability, CellTiter-Glo ATP luminescence, 72 h. Potency, µM (titrated, usually from 46.1 µM), without a hit: at the highest dose activity change, negative = cytotoxic, usual class: cytotoxic. 400,000 compounds, 1.4% hits. AID 1347075, 2019; also: potency is read from the fitted curve at half-maximal effect; % is scaled to controls: 0 for no effect and ±100 for the full control effect; nearly all actives have a fitted effect of over 60% in size
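Parental KB-3-1 adenocarcinoma cells in phenol-red-free DMEM with 10% FBS were pin-treated with compounds at several concentrations, incubated 72 h at 37 °C, and viability read by CellTiter-Glo luminescence; concentration-effect curves were fitted after normalization.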
HT1080-NT tox: qHTS for induction of synthetic lethality in tumor cells producing 2HG: qHTS for the HT-1080-NT fibrosarcoma cell line. HT-1080-NT fibrosarcoma viability, CellTiter-Glo ATP luminescence, 48 h. Potency, µM (series often up to 46.1 µM), for inactives: top-dose activity, negative = less viability, most hits filed as cytotoxic. 360,000 compounds, 1.6% hits;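 also: NT is the 2HG producing partner of a matched IDH1 knockdown line; potency is read from the fitted curve at half-maximal effect; 0% = DMSO-treated cells and -100% = media-only wells without cells; nearly all actives have a fitted effect of over 55% in size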
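Luminescent CellTiter-Glo readout after 48 hours of compound exposure at 37 degrees C defined viability of HT-1080-NT cells. Activity was normalized to DMSO wells and cell-free media wells; concentration-response curves were fitted and assigned curve classes.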
D3 ag: qHTS of D3 Dopamine Receptor Agonist: qHTS; max activation, %; 410,000 compounds, 0.58% hits; D3R DiscoveRx beta-arrestin cells, luminescence, 90 min; D(3) dopamine receptor (Homo sapiens), P35462; in the data active = max activation above about 30%; also: 0% is about no effect; mostly tested at two doses, the higher about 12 µM
Target sequence (P35462 whole entry, looked up): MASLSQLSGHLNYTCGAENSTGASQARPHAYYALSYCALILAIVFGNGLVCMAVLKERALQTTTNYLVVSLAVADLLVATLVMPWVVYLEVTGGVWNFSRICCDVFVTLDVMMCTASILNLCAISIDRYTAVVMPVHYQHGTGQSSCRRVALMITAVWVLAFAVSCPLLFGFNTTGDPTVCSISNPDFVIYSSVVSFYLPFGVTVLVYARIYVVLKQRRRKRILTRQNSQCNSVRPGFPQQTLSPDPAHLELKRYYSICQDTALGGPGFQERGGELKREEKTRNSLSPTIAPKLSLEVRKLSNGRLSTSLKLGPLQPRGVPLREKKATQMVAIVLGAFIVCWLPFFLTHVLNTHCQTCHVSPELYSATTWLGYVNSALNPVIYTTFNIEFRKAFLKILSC
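Cells at 1500/well, incubated overnight, then treated with pinned compounds (dopamine as control) for 90 min at 37 degrees C. DiscoveRx reagent added for 30 - 60 minutes at room temperature; luminescence read.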
D3 antag: qHTS of D3 Dopamine Receptor Antagonist: qHTS | D(3) dopamine receptor (Homo sapiens), P35462 | 360,000 compounds, 2.5% hits | D3R cells, DiscoveRx beta-arrestin luminescence, antagonist mode; hits give low values | max response, negative = inhibition, % | AID 652054, 2013; in the data active = max response below about -50%; inconclusive = no clear call, values can overlap the other calls; also: % is scaled to controls: 0 for no effect and ±100 for the full control effect; mostly tested at two doses, the higher about 12 µM
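Cells expressing the human receptor were seeded at 1500 cells/well, incubated overnight at 37 degrees C in 5% CO2, then exposed to library compounds with dopamine controls for 90 minutes at 37 degrees C before luminescent detection.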
* = called active by the depositor; ? = inconclusive; . = not tested or not shown; & = joins results of further samples; [ ] = remark or other dose. Unless noted, calls follow the shape of the dose curve; as a rule, active = well fitted curve in the direction sought with a large enough effect; inconclusive = small, poorly fitted or top-dose-only effect, or another doubt; inactive = no such curve, though single readings can be large; an effect the other way counts as inactive or inconclusive.

SMILES | IL1B secr inh | HT1080 IDH1KD tx | SW480 rereplic | GLP-1R agonist | KB-V1 MDR tox | KB-3-1 cytotox | HT1080-NT tox | D3 ag | D3 antag
Cc1cccc(Nc2nnc(SCC(=O)NCc3cccs3)s2)c1 | -10 | -5% | -5% | -5% | -32% | -5% | 0% | -6 | -18
O=C(CNC1CCCCCC1)Nc1ccc(S(=O)(=O)NC2CC2)cc1 | 11 | 9%[9.24 µM] | 9% | 1% | 1% | 10% | -10% | 0 | -13
CC(C)(C)c1ccc(C(=O)NNC(=O)Cc2ccccc2)cc1 | 0 | -13% | -7% | 0% | 4% | -1% | 0% | -13 | -18
O=C(Cc1cccc(NC(=O)C2CCN(C(=O)C3CCC3)CC2)c1)Nc1cccc(C(=O)N2CCCC2)c1 | 13 | 1% | -9% | 2% | -2% | 2% | -3% | -9 | 1
O=C1[C@H](Cc2ccccc2)NCC=CC[C@H](c2ccc(Cl)cc2)N1Cc1ccccc1 | -52* | -22% | ? | 12% | ? | -11% | -17% | -15 | -21
COc1cc(/C=N/NC(=O)Cn2nc([N+](=O)[O-])cc2C)cc(Br)c1OCc1ccccc1 | -9 | ? | 12% | -2% | -10% | -26% | ? | -2 | ?
O=C(COc1ccccc1Cl)NC(=S)Nc1ccc(CN2CCOCC2)cc1 | -1 | -1% | -691%[inhibitor] | 1% | ? | 11% | 5% | 3 | 19
Cc1cc(C)c(C#N)c(SCC(O)COc2ccc(Br)cc2)n1 (stereo not drawn) | -56* | ? | -82%[inhibitor] | 18% | 0% | -11% | -18% | 24 | 17
C[C@@H]1NC(=O)OC1c1ccco1 (stereo partly drawn) | 8 | 14% | -6% | 3% | -5%&-1% | 14%&10% | 13% | 14 | 4
Cc1ccc(OCc2nc3ccccc3n2C)cc1 | -22 | 12% | ? | 5% | -4% | 0% | -3% | -5 | -21
CNc1ccc(-c2cc(OC)ccc2OC)cn1 | -6 | 7% | . | 0% | 2% | 0% | ? | -11 | -25
COc1ccc(OC)c(C(=O)N2CCC(n3nccc3NC(=O)CC(C)C)CC2)c1 | 24 | 16% | 0% | -6% | 3% | 17% | 10% | 2 | 10
CCC12CN3CCN(CC(C3)/C1=N\NC(=O)Nc1ccccc1)C2 | 1 | 6% | -9% | -1% | 10% | 4% | 9% | 12 | 36
COc1ccc(NC(=O)c2ccc(C)cc2)cc1 | -17 | 9% | -13% | -2% | -13% | 3% | 10% | -1 | 14
CC(C)C[C@H]1CNC(=S)N1CC1CCCN1C[C@H](CC(C)C)N1C[C@H](Cc2ccc(O)cc2)N(CC2CCCCCC2)C1=S (stereo partly drawn) | -5 | -3% | ? | 12% | ? | ? | -2% | -7 | 24
O=C1CC(c2c[nH]c3ccccc23)C(=O)N1c1ccccc1 (stereo not drawn) | 4 | -1% | -20% | -7% | 16% | 13% | -9% | 4 | 10
CCCN1C(=O)c2cc(C(=O)Nc3ccc(OC)cc3OC)ccc2C1Nc1ccc(OC)cc1OC (stereo not drawn) | -13 | 2% | 1% | 10% | 1% | 5% | -1% | 1 | 15
CCCCn1ccnc1C(=O)c1cc(S(=O)(=O)N2CCOCC2)ccc1C | -3 | -5% | -2% | -7% | -20% | -23% | -4% | 23 | 10
Cc1ccn2cc(CCNC(=O)C3CCCCC3)nc2c1 | -24 | 5% | -4% | 12% | -5% | -1% | 0% | -1 | -12
Cc1nc(Nc2ccc3c(c2)OCCO3)c2nnn(Cc3ccccc3Cl)c2n1 | ? | 21% | 30% | -13% | 2% | 2% | 1% | -19 | -26
Cc1ccc(/C=C/C(=O)Nc2ccc(Oc3ccccc3)cc2)o1 | -83* | ? | 1% | -12% | ? | ? | ? | 4 | 11
CCN(C(=O)COc1nc(C)cc(C)c1C#N)c1ccccc1 | 6 | -2% | 2% | 1% | ? | -1% | 1% | -1 | 14
O=C(NCCN1CCOCC1)c1cc2cc([N+](=O)[O-])ccc2s1 | -3 | -1% | -7% | 4% | -13% | 9% | -2% | -3 | -7
CCOc1cc2ccccc2cc1C(=O)Nc1ccccn1 | 10 | 15% | -4% | 2% | -1% | -12% | ? | 13 | 28
Cc1ccc(C(=O)COC(=O)C(C)N2C(=O)C3C4C=CC(C4)C3C2=O)cc1 (stereo not drawn) | 0 | 7% | -1% | 1% | 1% | 3% | 7% | 4 | 13

Next part.
SMILES | IL1B secr inh | HT1080 IDH1KD tx | SW480 rereplic | GLP-1R agonist | KB-V1 MDR tox | KB-3-1 cytotox | HT1080-NT tox | D3 ag | D3 antag
CCOC(=O)c1cc(-c2ccccc2)sc1NC(=O)CC | -5 | 11% | 1% | 0% | -15% | 3% | 8% | -5 | -4
Cc1cc(C)cc(OCCNC(=O)CCc2ccccc2)c1 | 2 | 16% | -4% | 0% | 2% | 3% | 6% | -8 | 0
O=C(COc1cc2oc(=O)c3c(c2cc1Cl)CCC3)NCc1ccccn1 | 0 | -4% | 14% | -3% | 9% | 3% | -6% | -20 | -18
O=C(O)c1nccnc1C(=O)Nc1ccccc1-c1ccccc1 | -5 | 16% | -6% | 1% | 7% | ? | 16% | 2 | 5
O=C(Cc1ccc(Cl)cc1)N1CCc2ccccc2C1 | -8 | 7% | ? | 13% | ? | -2% | 8% | 2 | -8
COc1ccc(-c2csc(NC(C)c3nc4cc(Cl)c(N5CCCCC5)cc4n3CCCO)n2)cc1 (stereo not drawn) | ? | ? | 0.15µM* | 8% | -23% | ? | ? | -22 | 2
Cc1cccc(C(=O)CC(=O)c2cc(Cl)ccc2O)c1 | 75 | ? | 17% | -2% | 9.2µM* | ? | ? | 0 | -79*
CC(C)NC(=O)c1ccc(Cl)cc1Cl | -11 | 8% | -14% | 14% | 14% | 6% | 21% | 15 | 3
N=C(c1ccc([N+](=O)[O-])cc1)N1CCCCC1 | 10 | 0% | 2% | 6% | -2% | -6% | 2% | 0 | -20
C/C(=C\C(=O)c1ccc(Cl)cc1)NCc1ccc2c(c1)OCO2 | 48 | -3% | 10% | 7% | 1% | -1% | -4% | 2 | -18
Cc1ccc(NC(=O)c2cccnc2)cc1S(=O)(=O)N1CCOCC1 | 19 | 1% | 2% | -4% | 0% | 5% | 3% | -1 | -13
CCOc1ccc(C(=O)CCC(=O)NC(C)C(=O)OC)cc1 (stereo not drawn) | -11 | -9% | ? | 18% | 2% | 2% | -3% | -5 | 0
CCOC(=O)N/N=C/c1cn(Cc2ccccc2Cl)c2ccccc12 | ? | ? | ? | 8% | 5.8µM* | ? | 0% | 1 | 18
Cc1ccc([C@H]2N[C@]3(CCCN(Cc4ccc(Cl)cc4)C3=O)[C@H]3C(=O)N(C)C(=O)[C@@H]23)cc1 | 16 | -14% | . | 15% | 21% | 9% | 2% | 9 | 20
CC(=O)Nc1ccc(S(=O)(=O)N(C)CC(=O)OCC(=O)Nc2cc(C)on2)cc1 | -1 | -4% | -24% | -1% | 15% | -13% | 0% | 1 | -15
N#CCCN(C(=O)COC(=O)c1ccc2c(c1)NC(=O)CS2)c1ccc2c(c1)OCCO2 | -3 | -14% | -2% | 11% | 1% | -3% | -10% | -3 | 6
Cc1cc(C)cc(NC(=O)Oc2ccccc2N2CCCCC2)c1 | . | 9% | -12% | 1% | 6% | 2% | 25% | -4 | 11
CC(C)C(NC(=O)c1c(F)cccc1F)C(=O)N1CCN(c2ncccn2)CC1 (stereo not drawn) | -11 | 11% | -15% | 4% | 0% | 0% | 9% | 2 | -16
Cc1ccc(NC(=O)CN(C)C(=O)c2cc(-c3ccccc3)nn2-c2ccccc2)cc1 | 3 | -20% | -54%[inhibitor] | -1% | ? | -2% | -9% | -12 | -15
Cc1ccc(-c2ccnc3cc(C)nn23)cc1 | -4 | 0% | 1% | 12% | -8% | 3% | 3% | -1 | -4
COc1ccc(NC(=O)N2CCCC(C(=O)Nc3cccc(C)c3C)C2)cc1 (stereo not drawn) | -4 | 3% | -22% | 7% | -7% | -4% | 1% | 4 | 2
COC(=O)c1ccc(C23CC4(C2)[C@H](CN(C)[C@@H]4c2ccccc2)C3c2ccc(Cl)nc2)cc1 (stereo partly drawn) | 4 | -1% | -1% | 2% | -13% | -3% | -1% | -3 | -26
Cc1oc(-c2ccc(Cl)cc2)nc1CS(=O)CC(=O)NC1CC1 (stereo not drawn) | 20 | -1% | -10% | 2% | 17% | -9% | -2% | 3 | 33

Sorted by molecular weight (descending): part of the list above.
SMILES | IL1B secr inh | HT1080 IDH1KD tx | SW480 rereplic | GLP-1R agonist | KB-V1 MDR tox | KB-3-1 cytotox | HT1080-NT tox | D3 ag | D3 antag
COc1cc(/C=N/NC(=O)Cn2nc([N+](=O)[O-])cc2C)cc(Br)c1OCc1ccccc1 | -9 | ? | 12% | -2% | -10% | -26% | ? | -2 | ?
COC(=O)c1ccc(C23CC4(C2)[C@H](CN(C)[C@@H]4c2ccccc2)C3c2ccc(Cl)nc2)cc1 (stereo partly drawn) | 4 | -1% | -1% | 2% | -13% | -3% | -1% | -3 | -26
O=C(CNC1CCCCCC1)Nc1ccc(S(=O)(=O)NC2CC2)cc1 | 11 | 9%[9.24 µM] | 9% | 1% | 1% | 10% | -10% | 0 | -13
CCOC(=O)c1cc(-c2ccccc2)sc1NC(=O)CC | -5 | 11% | 1% | 0% | -15% | 3% | 8% | -5 | -4
CCOc1cc2ccccc2cc1C(=O)Nc1ccccn1 | 10 | 15% | -4% | 2% | -1% | -12% | ? | 13 | 28
